# Screening results: PubChem, National Center for Advancing Translational Sciences (NCATS)
# POLB inh: qHTS Assay for Inhibitors of DNA Polymerase Beta; AID 485314, 2010; P06746; Potency, µM (highest dose often 114 µM), for inactives: at the top dose activity change, negative = inhibition, actives largely listed as inhibitors; 340,000 compounds, 1.3% hits; Pol beta primer extension/strand displacement, fluorescence kinetic; note: % is set by controls: 0 for no effect and ±100 for the full control effect
#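 Homogeneous kinetic assay of primer extension and strand displacement by 10 nM Pol beta, preincubated 15 min at room temperature with compound before 50 nM substrate (final) was added. Read at 0 and 10 min; four-parameter Hill fit.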
# G9a block: qHTS Assay for Inhibitors of Histone Lysine Methyltransferase G9a | Histone-lysine N-methyltransferase EHMT2 (Homo sapiens), Q96KQ7 | G9a H3K9 monomethylation, AlphaScreen, 2 h | Potency, µM (top dose mostly 102 µM), without a hit: at the highest dose activity, negative = inhibition, hits mostly inhibitors | 350,000 compounds, 8.8% hits; note: % is set by controls: 0 for no effect and ±100 for the full control effect; nearly all actives have a fitted effect of over 75% in size
#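 Quantitative HTS format: methyltransferase activity on a biotin-tagged H3K9 peptide is measured by AlphaScreen, using a rabbit anti-monomethyl-H3K9 antibody with streptavidin donor and anti-IgG acceptor beads. Final levels are 20 nM enzyme, 500 nM peptide, 20 uM SAM; 2 h RT.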
# BAZ2B inh: qHTS Assay for Inhibitors of BAZ2B. AlphaScreen BAZ2B-H3K14Ac peptide displacement. Potency, µM (top dose mostly 114 µM), without a hit: top-dose activity change, negative = inhibition, most hits filed as inhibitors. 360,000 compounds, 4.4% hits; note: % is set by controls: 0 for no effect and ±100 for the full control effect; nearly all actives have a fitted effect of over 60% in size
# Target sequence (Q9UIF8 whole entry, looked up): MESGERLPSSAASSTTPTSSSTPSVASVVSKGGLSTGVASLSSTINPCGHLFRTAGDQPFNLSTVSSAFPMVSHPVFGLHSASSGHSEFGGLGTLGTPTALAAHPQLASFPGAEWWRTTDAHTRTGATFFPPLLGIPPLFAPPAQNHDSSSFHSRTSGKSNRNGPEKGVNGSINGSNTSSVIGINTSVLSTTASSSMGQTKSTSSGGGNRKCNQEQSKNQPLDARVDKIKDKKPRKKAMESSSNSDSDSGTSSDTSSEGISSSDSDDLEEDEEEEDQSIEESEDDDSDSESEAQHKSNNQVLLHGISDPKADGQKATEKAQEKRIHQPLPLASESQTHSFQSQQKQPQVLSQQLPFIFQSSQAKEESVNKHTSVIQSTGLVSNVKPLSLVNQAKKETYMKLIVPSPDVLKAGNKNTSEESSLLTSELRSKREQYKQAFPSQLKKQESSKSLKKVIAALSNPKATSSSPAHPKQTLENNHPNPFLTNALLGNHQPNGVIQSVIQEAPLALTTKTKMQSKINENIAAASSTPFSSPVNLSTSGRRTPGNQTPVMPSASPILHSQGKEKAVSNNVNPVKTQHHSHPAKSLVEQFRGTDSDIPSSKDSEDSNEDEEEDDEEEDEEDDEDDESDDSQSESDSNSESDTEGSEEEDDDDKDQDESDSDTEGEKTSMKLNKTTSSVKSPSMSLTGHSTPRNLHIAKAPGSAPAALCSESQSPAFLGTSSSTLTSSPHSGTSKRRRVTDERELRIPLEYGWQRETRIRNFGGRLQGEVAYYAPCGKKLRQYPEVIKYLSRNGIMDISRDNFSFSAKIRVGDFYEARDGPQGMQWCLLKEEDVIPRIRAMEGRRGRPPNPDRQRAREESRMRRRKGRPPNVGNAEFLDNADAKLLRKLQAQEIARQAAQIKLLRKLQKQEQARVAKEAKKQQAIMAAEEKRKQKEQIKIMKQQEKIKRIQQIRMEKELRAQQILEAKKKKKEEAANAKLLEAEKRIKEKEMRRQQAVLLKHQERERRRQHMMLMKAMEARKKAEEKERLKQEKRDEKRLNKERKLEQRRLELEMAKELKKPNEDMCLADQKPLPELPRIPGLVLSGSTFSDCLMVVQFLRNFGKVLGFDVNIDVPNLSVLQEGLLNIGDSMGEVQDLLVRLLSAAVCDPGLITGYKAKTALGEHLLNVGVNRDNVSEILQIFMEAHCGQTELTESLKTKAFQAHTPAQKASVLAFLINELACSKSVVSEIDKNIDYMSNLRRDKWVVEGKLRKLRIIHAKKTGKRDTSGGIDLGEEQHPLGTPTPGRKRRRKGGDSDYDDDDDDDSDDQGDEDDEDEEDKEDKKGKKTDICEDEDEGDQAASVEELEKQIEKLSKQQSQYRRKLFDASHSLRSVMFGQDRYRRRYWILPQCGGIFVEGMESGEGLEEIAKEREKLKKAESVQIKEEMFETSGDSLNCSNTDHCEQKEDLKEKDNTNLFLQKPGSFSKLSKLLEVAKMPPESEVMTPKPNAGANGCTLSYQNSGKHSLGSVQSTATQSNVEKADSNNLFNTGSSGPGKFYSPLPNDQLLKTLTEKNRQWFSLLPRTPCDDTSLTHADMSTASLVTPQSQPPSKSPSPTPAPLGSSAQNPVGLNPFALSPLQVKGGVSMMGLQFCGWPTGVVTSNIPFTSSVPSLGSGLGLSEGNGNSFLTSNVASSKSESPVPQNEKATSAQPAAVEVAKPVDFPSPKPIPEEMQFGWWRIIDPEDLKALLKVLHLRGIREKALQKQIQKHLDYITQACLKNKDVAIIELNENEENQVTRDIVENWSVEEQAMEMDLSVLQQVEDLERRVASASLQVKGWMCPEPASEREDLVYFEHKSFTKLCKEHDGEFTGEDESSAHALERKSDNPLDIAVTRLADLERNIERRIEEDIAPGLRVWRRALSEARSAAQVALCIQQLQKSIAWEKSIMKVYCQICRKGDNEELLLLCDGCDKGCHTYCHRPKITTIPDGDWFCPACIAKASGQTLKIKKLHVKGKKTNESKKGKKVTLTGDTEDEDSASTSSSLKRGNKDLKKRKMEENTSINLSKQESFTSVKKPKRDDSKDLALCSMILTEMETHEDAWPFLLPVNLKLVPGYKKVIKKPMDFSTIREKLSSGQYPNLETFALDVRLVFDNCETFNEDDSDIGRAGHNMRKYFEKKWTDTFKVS
#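 Multi-concentration screen (max 110 uM) measuring displacement of acetylated histone H3 peptide from BAZ2B by AlphaScreen, using 50 nM protein, 50 nM peptide and 10 ug/mL streptavidin donor plus Ni-chelate acceptor beads.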
# APEX1 inh: qHTS Assay for Inhibitors of the Human Apurinic/apyrimidinic Endonuclease 1 (APE1) | DNA repair nuclease/redox regulator APEX1 (Homo sapiens), P27695 | recombinant APE1, TAMRA/BHQ-2 abasic DNA cleavage fluorescence | Potency, µM (top dose mostly 65.8 µM), inactives show at the top dose activity change, negative = inhibition, hits mostly inhibitors | 350,000 compounds, 0.35% hits;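 note: plate controls were vehicle for no effect and reference inhibitor for full effect; nearly all actives have a fitted effect of over 55% in size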
#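 APE1 at 0.75 nM preincubated 15 min at room temperature with compound. Reaction then started with 50 nM double-stranded THF-abasic substrate labelled with TAMRA/BHQ-2, and 525/598 nm fluorescence read kinetically. Activity taken as third-minus-first read difference, normalized to DMSO and NSC13755 controls.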
# JMJD2A Tudor: qHTS Assay for Inhibitors of JMJD2A-Tudor Domain; Lysine-specific demethylase 4A (Homo sapiens), O75164; AlphaScreen JMJD2A-Tudor / H3K4me3 peptide binding; 390,000 compounds, 4.4% hits; AID 504339, 2011; Potency, µM (series often up to 114 µM), for the others: top-dose activity change, negative = inhibition, hits mostly inhibitors; note: % is set by controls: 0 for no effect and ±100 for the full control effect; nearly all actives have a fitted effect of over 50% in size
# Pol iota inh: qHTS for Inhibitors of Polymerase Iota; DNA polymerase iota (Homo sapiens), Q9UNA4; Pol iota fluorescent replication assay, 10 min; Potency, µM (series often up to 115 µM), for the others: at the top dose activity, negative = inhibition, actives largely listed as inhibitors; 390,000 compounds, 1% hits; AID 588590, 2011
#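 Pol iota at 10 nM preincubated 15 min with compounds at room temperature; reaction started with fluorescent substrate, 50 nM final. Fluorescence read kinetically at 0 and 10 min; buffer-only wells as negative control.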
# POLH inh: qHTS for Inhibitors of Polymerase Eta | recombinant Pol eta, fluorescent DNA replication assay | Potency, µM (titrated, usually from 114 µM), without a hit: at the top dose activity change, negative = inhibition, usual class: inhibitors | 390,000 compounds, 1.2% hits | AID 588591, 2011; note: % is set by controls: 0 for no effect and ±100 for the full control effect
#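 Pol eta at 10 nM preincubated with compounds 15 min at room temperature; reaction started with fluorescent substrate (50 nM final) and read kinetically at 0 and 10 min.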
# POLK inh: qHTS for Inhibitors of Polymerase Kappa | purified Pol kappa, fluorescent DNA synthesis assay, 10 min | DNA polymerase kappa (Homo sapiens), Q9UBT6 | 400,000 compounds, 0.53% hits | AID 588579, 2011 | Potency, µM (titrated, usually from 107 µM), for inactives: top-dose activity, negative = inhibition, most hits filed as inhibitors; note: % is set by controls: 0 for no effect and ±100 for the full control effect
#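 Kinetic fluorescence readout at 0 and 10 min followed reaction start with substrate at 50 nM final. Beforehand, enzyme (10 nM Pol kappa) stood 15 min with compound at room temperature; buffer-only wells were negative controls.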
# BLM inh: qHTS Assay for Inhibitors of Bloom's syndrome helicase (BLM); RecQ-like DNA helicase BLM (Homo sapiens), P54132; recombinant BLM DNA unwinding, fluorescence dequenching; Potency, µM (titrated, usually from 56.1 µM), inactives show at the highest dose activity change, negative = inhibition, hits mostly inhibitors; 350,000 compounds, 0.2% hits; AID 2528, 2010;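 note: plate controls were vehicle for no effect and no enzyme for full effect; nearly all actives have a fitted effect of over 35% in size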
# * = called active by the depositor; ? = inconclusive; . = not tested or not shown; [ ] = dose if it differs, or a comment. Calls come from the whole dose curve; as a rule, active = well fitted curve in the direction sought with a large enough effect; inconclusive = small, poorly fitted or top-dose-only effect, or another doubt; inactive = no such curve, though single readings can be large; an effect the other way counts as inactive or inconclusive. Potency is the fitted concentration of half-maximal effect. A portion of the library; rates above refer to the full screens.
# The line under a structure holds: POLB inh, G9a block, BAZ2B inh, APEX1 inh, JMJD2A Tudor, Pol iota inh, POLH inh, POLK inh, BLM inh
- COc1ccc(NC(=O)c2c(NCc3cccc(OC)c3)sc3c2CCCC3)cc1
 : -21%, ?, -35%, ., ?, 5%, -20%, -6%[60.1 µM], -11%
- O=C(Cn1cnc2ccccc2c1=O)NCc1ccco1
 : 9%, -3%[59 µM], -20%, 6%, -3%, -1%, -7%, -3%, -5%
- N#Cc1cc(C(=O)c2cc(Br)ccc2O)cn(C2CCCCC2)c1=O
 : 11%, ., ?, 11%, -7%, ?, -12%, -3%, -6%
- CNC(=S)N(CCCO)Cc1cc2cc3c(cc2[nH]c1=O)OCO3
 : 43%, 15%[2.33 µM], 1%, 24%, -6%, 12%, 7%, -16%, 0%
- Cc1ccc(CC2S/C(=N/c3ccccn3)NC2=O)cc1 (configuration not stated)
 : 1%, -5%[59 µM], -1%, 1%, -34%, 14%, -9%, -2%, -3%
- CCN(CC)S(=O)(=O)c1ccc(N2CCOCC2)c(NC(=O)CC(C)(C)C)c1
 : -4%, 79µM*, 12%, 2%, -28%, 22%, 2%, 8%, 7%
- CC(C)Cc1nc(SCc2cccnc2)c2c(=O)n(C)c(=O)n(C)c2n1
 : 2%, 6%, -1%, -2%, 3%, 10%, -2%, -15%, -3%
- CN(C)S(=O)(=O)c1cccc(NC(=O)CSc2cccc3cccnc23)c1
 : 2%, 56µM*, 56µM*, 61%[activator], ?, ?, -6%, 7%, -1%
- C/C(=N\Nc1ccccc1[N+](=O)[O-])c1ccc(N2CCOCC2)cc1
 : -5%, -27%, 1µM*, 0%, ?, 29%, -14%, 0%, -3%
- CCCCn1c2nc3ccccc3nc2c2c(=O)n(C(C)CC)cnc21 (configuration not stated)
 : 23%, 3%, 1%, 16%, -15%, -10%[58.9 µM], -9%, -2%, -5%

# The listing continues.
# The line under a structure holds: POLB inh, G9a block, BAZ2B inh, APEX1 inh, JMJD2A Tudor, Pol iota inh, POLH inh, POLK inh, BLM inh
- CCn1cc(SCC(=O)N2CCc3ccccc32)c2ccccc21
 : 9%, -8%[59 µM], 10%, 0%, -15%, -10%, -8%, -2%, -6%
- COc1ccccc1-c1cc(C(=O)N/N=C/c2cccs2)c2ccccc2n1
 : 0%, -10%[12.7 µM], 1%, -5%, -30%, 12%, -2%, -14%, -8%
- CCN(CC(=O)Nc1cc(Cl)ccc1C)C(=O)C1CC1
 : ., -13%[59 µM], -4%, 29%, -19%, 18%, -12%, -13%, .
- COc1ccc(NC(=O)N2CCCC2C(=O)Nc2ccccc2)cc1 (configuration not stated)
 : -10%, 15%, -2%, -2%, 3%, 13%, -14%, -9%, -3%
- COc1cc(NC(=O)CCS(=O)(=O)c2ccc3c(c2)CC(=O)N3C)cc(OC)c1OC
 : -3%, -5%[59 µM], 0%, ., 5%, 22%, -16%, -14%, 0%
- CCOc1ccc(/C=C2\SC(=S)N(NS(=O)(=O)c3ccccc3)C2=O)cc1OC
 : 0%, ., ?, -2%, ?, 11%, -6%, -7%, 1%
- COc1ccc(SCc2noc(C(=O)NCC3CCCO3)c2C(=O)O)cc1 (configuration not stated)
 : -2%, 19%[0.501 µM], -11%, 0%, -22%, -8%, 2%, -5%, 1%
- CCCCOCCOCCOCc1cc2c(cc1CCC)OCO2
 : ., 20%[59 µM], ., -2%, ., ., ., 1%[60.1 µM], -1%
- Cc1ccc(C(=O)OCC(=O)N(C)c2ccccc2)c(C)c1
 : 37%, 48%[activator], 5%, 36%, 19%, 31%[activator], -4%, 5%, -2%
- CCOC(=O)C1(CCOc2ccccc2)CCN(Cc2cccc3nonc23)CC1
 : 0%, 99%[activator], -15%, 0%, 23%, -12%, -6%, -8%, -10%

# Continuation.
# The line under a structure holds: POLB inh, G9a block, BAZ2B inh, APEX1 inh, JMJD2A Tudor, Pol iota inh, POLH inh, POLK inh, BLM inh
- O=S(=O)(Cc1ccccc1)N1CCN(c2ccccc2)CC1
 : 33%, -35%[59 µM], -6%, 12%, -2%, 16%, -10%, -2%, -4%
- Cc1ccc(-c2nnc(OCC3CCCO3)c3ccccc23)cc1 (configuration not stated)
 : ?, 4%, -6%, 3%, -21%, 90%[activator], -16%, -14%, -3%
- Cc1ccc(C)c(N2CN(Cc3ccco3)CNC2=S)c1
 : 28%, 18%[59 µM], 3%, 13%, -24%, 22%, -5%, -19%, 5%
- CCC(Nc1ccc(-c2nc(-c3ccccn3)no2)cc1[N+](=O)[O-])c1ccccc1 (configuration not stated)
 : -11%, -8%[59 µM], -3%, ., -24%, 11%, -15%, -17%, -4%
- Cc1c(-c2nc(-c3ccc(C(C)(C)C)cc3)no2)n(C)oc1=O
 : 31%, ., 14%, 3%, -2%, 10%, -19%, -3%, -3%
- O=C1NC(c2ccccc2)(C(F)(F)F)SC2=NCCCN12 (configuration not stated)
 : ?, -3%[12.7 µM], -2%, -3%, 4%, 3%, -5%, -13%, -2%
- CC(=O)Nc1ccc(S(=O)(=O)NC(CC(=O)NCCCN2CCOCC2)C(C)C)cc1 (configuration not stated)
 : 47%, 19%, 0%, 3%, -4%, 17%, 3%, -4%, 0%
- O=C(COC(=O)c1ccc(S(=O)(=O)N2CCCCC2)cc1)NCc1ccc(F)cc1
 : ., -6%, 11%, 2%, -7%, -14%, 7%, -6%, .
- Cc1csc(NC(=O)C(CC(C)C)NS(=O)(=O)c2ccc3c(c2)oc(=O)n3C)n1 (configuration not stated)
 : 8%, ?, -2%, 7%, -7%, 7%, -3%, -4%, -3%
- CN(C)C/C=C/C(O)(c1ccccc1)c1ccccc1
 : 29%, 1%, -32%, 5%, -16%, 69%[activator], -15%, -12%, 0%

# The list continues.
# The line under a structure holds: POLB inh, G9a block, BAZ2B inh, APEX1 inh, JMJD2A Tudor, Pol iota inh, POLH inh, POLK inh, BLM inh
- O=C(Nc1ccc2c(c1)C(=O)NC2=O)c1cccc(Cl)c1
 : -20%, ., -1%, -41%, -24%, ?, -16%, -6%, -8%
- N/C(=N\OS(=O)(=O)c1ccc2ccccc2c1)c1ccncc1
 : -8%, 20µM*, 1%, -2%, 2%, 6%, -19%, -3%, -1%
- CCc1ccc(-c2nc(CN3CCC(C(=O)N4CCN(c5ccccn5)CC4)CC3)c(C)o2)cc1
 : 0%, ?, ?, -4%, -31%, 28%, -1%, -4%, -1%
- CCOc1ncccc1C(=O)OCC(=O)NC1CC1
 : 41%, 10%, -3%, -3%, -10%, 0%, -10%, -8%, -4%
- CN(C)CCn1c2c(c(SCC(=O)NCc3ccccc3)nc1=O)CCC2
 : ., -2%, 11%, -3%, 3%, -2%, -15%, -14%, .
- Cc1c(NC(=O)/C(C#N)=C/c2ccccc2)c(=O)n(-c2ccccc2)n1C
 : 20%, 71µM*, -10%, 10%, 2%, 144%[activator], 6%, -22%, -1%
- CC(C)NCCOc1cccc(Br)c1
 : 14%, 50µM*, ?, 2%, 4%, -2%, 5%, 1%, 1%
- CC(C)N1CC2(c3ccccc3)CN(C(C)C)CC(c3ccccc3)(C1)C2=O
 : -1%, 14%, 1%[57.1 µM], -2%, -9%, 9%, -3%, -6%, -2%
- Cc1ccnc(NS(=O)(=O)c2ccc(NC(=O)c3cc(-c4ccc(Br)cc4)nc4ccccc34)cc2)n1
 : 79µM*, 19%[59 µM], 6%, 2%, -21%, 45µM*, 35µM*, -32%, -12%
- CCOc1ccc(NC(=S)NC(C)C(c2ccccc2)N2CCN(C)CC2)cc1 (configuration not stated)
 : 22%, -44%, ?, ?, -24%, 118%[activator], -19%, -4%, -1%

# Part of the list above, bar-delimited:
Compound | POLB inh | G9a block | BAZ2B inh | APEX1 inh | JMJD2A Tudor | Pol iota inh | POLH inh | POLK inh | BLM inh
CN(C)C/C=C/C(O)(c1ccccc1)c1ccccc1 | 29% | 1% | -32% | 5% | -16% | 69%[activator] | -15% | -12% | 0%
O=C(Nc1ccc2c(c1)C(=O)NC2=O)c1cccc(Cl)c1 | -20% | . | -1% | -41% | -24% | ? | -16% | -6% | -8%
N/C(=N\OS(=O)(=O)c1ccc2ccccc2c1)c1ccncc1 | -8% | 20µM* | 1% | -2% | 2% | 6% | -19% | -3% | -1%
CCc1ccc(-c2nc(CN3CCC(C(=O)N4CCN(c5ccccn5)CC4)CC3)c(C)o2)cc1 | 0% | ? | ? | -4% | -31% | 28% | -1% | -4% | -1%
CCOc1ncccc1C(=O)OCC(=O)NC1CC1 | 41% | 10% | -3% | -3% | -10% | 0% | -10% | -8% | -4%
CN(C)CCn1c2c(c(SCC(=O)NCc3ccccc3)nc1=O)CCC2 | . | -2% | 11% | -3% | 3% | -2% | -15% | -14% | .
Cc1c(NC(=O)/C(C#N)=C/c2ccccc2)c(=O)n(-c2ccccc2)n1C | 20% | 71µM* | -10% | 10% | 2% | 144%[activator] | 6% | -22% | -1%
CC(C)NCCOc1cccc(Br)c1 | 14% | 50µM* | ? | 2% | 4% | -2% | 5% | 1% | 1%
CC(C)N1CC2(c3ccccc3)CN(C(C)C)CC(c3ccccc3)(C1)C2=O | -1% | 14% | 1%[57.1 µM] | -2% | -9% | 9% | -3% | -6% | -2%
Cc1ccnc(NS(=O)(=O)c2ccc(NC(=O)c3cc(-c4ccc(Br)cc4)nc4ccccc34)cc2)n1 | 79µM* | 19%[59 µM] | 6% | 2% | -21% | 45µM* | 35µM* | -32% | -12%
CCOc1ccc(NC(=S)NC(C)C(c2ccccc2)N2CCN(C)CC2)cc1 (configuration not stated) | 22% | -44% | ? | ? | -24% | 118%[activator] | -19% | -4% | -1%
